High-throughput results (PubChem BioAssay)
DT40 TDP1 no CPT = qHTS for Inhibitors of human tyrosyl-DNA phosphodiesterase 1 (TDP1): qHTS in cells in absence of CPT | DT40 Tdp1-/- hTDP1 cells, no CPT, ATP luminescence, 48 h | Potency, µM (titrated, usually from 46.2 µM), inactives show at the highest dose activity change, negative = growth inhibition, hits mostly inhibitors | actives 15% (n = 420,000); note: nearly all actives have a fitted effect of over 55% in size
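Compound effects on proliferation are scored in DT40 Tdp1-/-;hTDP1 cells in the absence of CPT. ATP levels (CellTiter-Glo luminescence) are recorded after a ≥48 hr, 37 °C incubation.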
TDP1 cell CPT = growth inhibition of DT40 Tdp1-/-;hTDP1 cells with camptothecin (screen for TDP1 inhibitors). chicken DT40 Tdp1-/-;hTDP1 cells + 20 nM CPT, ATP luminescence, 48 h. Potency, µM (highest dose often 46.2 µM), for inactives: at the highest dose activity change, negative = growth inhibition, actives largely listed as inhibitors. actives 12% (n = 420,000). AID 686979; note: nearly all actives have a fitted effect of over 55% in size
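Cell growth measured by CellTiter-Glo luminescence after a minimum 48 h, 37 C compound exposure with 20 nM CPT in Tdp1-knockout DT40 cells stably expressing hTDP1, seeded 400/well; qHTS titration format.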
GCN5L2 inh = blocks human GCN5L2 histone acetyltransferase; GCN5L2 HAT assay, ThioGlo1 CoA-SH fluorescence; Q92830; AID 504327; Potency, µM (titrated, usually from 58.9 µM), for the others: top-dose activity change, negative = inhibition, most hits filed as inhibitors; actives 0.21% (n = 390,000)
Target sequence (Q92830 whole entry, looked up): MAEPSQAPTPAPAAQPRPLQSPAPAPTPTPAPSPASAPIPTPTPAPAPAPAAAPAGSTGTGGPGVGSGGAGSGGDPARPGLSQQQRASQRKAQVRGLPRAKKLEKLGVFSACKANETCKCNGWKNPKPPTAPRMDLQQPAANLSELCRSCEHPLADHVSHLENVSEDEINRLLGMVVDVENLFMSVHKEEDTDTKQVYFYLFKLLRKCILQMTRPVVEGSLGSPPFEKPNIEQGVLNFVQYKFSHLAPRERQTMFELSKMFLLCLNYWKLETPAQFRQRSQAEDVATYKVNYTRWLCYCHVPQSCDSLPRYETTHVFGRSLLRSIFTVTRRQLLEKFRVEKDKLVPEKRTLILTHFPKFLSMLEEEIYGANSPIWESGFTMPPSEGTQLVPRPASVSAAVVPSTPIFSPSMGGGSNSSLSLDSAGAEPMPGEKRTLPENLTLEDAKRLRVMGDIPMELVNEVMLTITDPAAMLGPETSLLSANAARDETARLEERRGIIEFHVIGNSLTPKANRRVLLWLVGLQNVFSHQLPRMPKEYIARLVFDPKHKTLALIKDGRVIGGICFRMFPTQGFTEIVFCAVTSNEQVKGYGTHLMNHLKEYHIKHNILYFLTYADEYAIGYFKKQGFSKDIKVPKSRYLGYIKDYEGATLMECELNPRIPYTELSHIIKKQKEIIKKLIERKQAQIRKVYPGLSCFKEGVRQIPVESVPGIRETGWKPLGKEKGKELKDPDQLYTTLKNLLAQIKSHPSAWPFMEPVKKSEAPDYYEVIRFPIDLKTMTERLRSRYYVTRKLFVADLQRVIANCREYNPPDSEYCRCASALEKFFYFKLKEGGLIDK
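ThioGlo1-coupled HAT assay: 20nM GCN5L2, 70uM acetyl-CoA, 75uM H3(1-25) peptide, pH 7.5. Fluorescence read at 340/540nm at start and after 20 min at room temperature.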
Numbers without * were called inactive; & = joins results of further samples; [ ] = remark or other dose. Calls come from the whole dose curve; as a rule, active = well fitted curve in the direction sought with a large enough effect; inconclusive = small, poorly fitted or top-dose-only effect, or another doubt; inactive = no such curve, though single readings can be large; an effect the other way counts as inactive or inconclusive. % is set by controls: 0 for no effect and ±100 for the full control effect; potency is the fitted concentration of half-maximal effect. Compounds were not picked by outcome (roughly 18% active in at least one column).

`COc1ccc(CC(NC(C)=O)C(=O)NC2CCN(C(=O)c3cccc(Cl)c3)CC2)cc1OC` (stereo not given) gave DT40 TDP1 no CPT -23.2%, TDP1 cell CPT 0.0% and GCN5L2 inh -5.7%.
CCN(C(=O)CSc1nnc(-c2cccs2)n1CC)C1CCS(=O)(=O)C1 (stereo not given) was read as DT40 TDP1 no CPT -0.8%, TDP1 cell CPT -1.1% and GCN5L2 inh -3.2%.
Cc1nnc(SCc2cccc3ccccc23)s1 was read as DT40 TDP1 no CPT inconclusive, TDP1 cell CPT 2.9% and GCN5L2 inh -6.7%.
`COc1ccc(CNCc2ccccc2)cc1COc1ccc(NC(C)=O)cc1` gave DT40 TDP1 no CPT 10µM* and TDP1 cell CPT 8.91µM*.
`COc1ccc(N/C=C/C(=O)c2ccc(C)cc2)c([N+](=O)[O-])c1` gave DT40 TDP1 no CPT inconclusive and TDP1 cell CPT -6.2%.
COc1ccc(-c2noc(N3CCC(C(=O)N(C)c4cc(Cl)ccc4OC)CC3)n2)cc1 was read as DT40 TDP1 no CPT inconclusive, TDP1 cell CPT 16.4µM* and GCN5L2 inh 7.8%.
Screening Cn1c(SCC(=O)N2CCCC2)nnc1-c1cnccn1 returned DT40 TDP1 no CPT -7.0%, TDP1 cell CPT -1.1% and GCN5L2 inh 3.6%.
For Cc1cc(C)c2c(N)c(C(=O)N3CCCCCC3)sc2n1 the results were DT40 TDP1 no CPT -24.1%, TDP1 cell CPT 14.6µM* and GCN5L2 inh -22.3%.
Screening CCOC(=O)c1c(NC(=O)c2ccc(S(=O)(=O)N(CC(C)C)CC(C)C)cc2)sc2c1CCN(C(=O)OCC)C2 returned DT40 TDP1 no CPT 0.0073µM*, TDP1 cell CPT -33.6% and GCN5L2 inh -5.3%.
Screening COc1cc(OC)cc(C(=O)NCC(=O)OCc2cc(=O)oc3cc(OC)ccc23)c1 returned DT40 TDP1 no CPT 15.3%, TDP1 cell CPT 11.4% and GCN5L2 inh -5.5%.
Screening COc1ccc(C(CNC(=O)c2ccc(-n3cnnn3)cc2)N2CCOCC2)cc1 (stereo not given) returned DT40 TDP1 no CPT inconclusive, TDP1 cell CPT -19.5% and GCN5L2 inh -3.0%.
`Cc1cc2cc(CNC(=O)c3ccc(S(=O)(=O)N4CCOCC4)cc3)ccc2n1C` gave DT40 TDP1 no CPT -6.3%, TDP1 cell CPT -27.3% and GCN5L2 inh -6.7%.

Molecules shown so far with a halogen:
`COc1ccc(CC(NC(C)=O)C(=O)NC2CCN(C(=O)c3cccc(Cl)c3)CC2)cc1OC` (stereo not given) gave DT40 TDP1 no CPT -23.2%, TDP1 cell CPT 0.0% and GCN5L2 inh -5.7%.
COc1ccc(-c2noc(N3CCC(C(=O)N(C)c4cc(Cl)ccc4OC)CC3)n2)cc1 was read as DT40 TDP1 no CPT inconclusive, TDP1 cell CPT 16.4µM* and GCN5L2 inh 7.8%.

Additional entries follow:
For COC(=O)C1=C(C)N(c2cccc(OC)c2)C(=O)/C1=C\c1ccco1 the results were DT40 TDP1 no CPT inconclusive, TDP1 cell CPT inconclusive and GCN5L2 inh -5.1%.
`COc1ccc2c(c1OC)C(=O)N(c1ccc(F)cc1)C2` gave DT40 TDP1 no CPT -17.2%, TDP1 cell CPT 10.1% and GCN5L2 inh -9.8%.
For N#CCc1nc2ccc(S(=O)(=O)N3CCOCC3)cc2s1 the results were DT40 TDP1 no CPT -23.5%, TDP1 cell CPT -22.9% and GCN5L2 inh -4.9%.
For Cc1ccc(C)c(N2CCN(C(=O)Cc3cn(C)c4ccccc34)CC2)c1 the results were DT40 TDP1 no CPT inconclusive, TDP1 cell CPT inconclusive and GCN5L2 inh -14.6%.
CSCCC(NC(=O)c1ccccc1Br)C(=O)NNC(=O)C1COc2ccccc2O1 (stereo not given) was read as DT40 TDP1 no CPT 2.8% and TDP1 cell CPT -15.2%.
Screening NC(=O)CSc1nnc(-c2ccc([N+](=O)[O-])cc2)o1 returned DT40 TDP1 no CPT -0.4%, TDP1 cell CPT -23.3% and GCN5L2 inh -8.1%.
Screening Cc1cc(/C=C(/C#N)c2nc3ccccc3[nH]2)c(C)n1-c1cccc([N+](=O)[O-])c1 returned DT40 TDP1 no CPT 13µM*, TDP1 cell CPT 16.4µM* and GCN5L2 inh -3.6%[0.501 µM].
For COCCNc1ncnc2c1ncn2[C@H]1CN(Cc2ccccc2)C[C@@H](CO)O1 the results were DT40 TDP1 no CPT 8.7% and TDP1 cell CPT -10.4%.
For O=C(Cn1cnc2ccccc21)N/N=C/c1cccc([N+](=O)[O-])c1 the results were DT40 TDP1 no CPT -8.7%, TDP1 cell CPT -0.7% and GCN5L2 inh 2.7%.
Screening COc1ccc(C(=O)O)cc1S(=O)(=O)N(C)CCc1ccccn1 returned DT40 TDP1 no CPT -12.2%, TDP1 cell CPT 3.3% and GCN5L2 inh -2.7%.
For CCC(C)NC(=O)c1nn(Cc2ccccc2)c(=O)c2ccccc12 (stereo not given) the results were DT40 TDP1 no CPT inconclusive, TDP1 cell CPT 5.8% and GCN5L2 inh -6.7%.
For O=C(Nc1ccccc1)Oc1ccccc1N1CCOCC1 the results were DT40 TDP1 no CPT -25.7%, TDP1 cell CPT 15.0% and GCN5L2 inh -1.2%.
Screening COC(=O)c1cc(OC)c(OC)c(OC)c1N returned DT40 TDP1 no CPT -3.8%, TDP1 cell CPT -5.1% and GCN5L2 inh -5.6%.
CC(C)CNC(=O)C(=O)NCC1OCCCN1S(=O)(=O)c1cccs1 (stereo not given) was read as DT40 TDP1 no CPT 3.9%, TDP1 cell CPT -0.6% and GCN5L2 inh -2.1%.
`CCOC(=O)c1c(C)n(-c2ccccc2)c2ccc(O)c(CN(C)C)c12` gave DT40 TDP1 no CPT 14.6µM*, TDP1 cell CPT 11.6µM* and GCN5L2 inh -8.1%.
CCCn1c2ccccc2c2nnc(SCCN3CCOCC3)nc21 was read as DT40 TDP1 no CPT inconclusive, TDP1 cell CPT inconclusive and GCN5L2 inh -5.8%.
For CCCCOc1ccc(CC(=O)NOC)cc1 the results were DT40 TDP1 no CPT -10.5% and TDP1 cell CPT -3.0%.
Screening N#CC(C#N)=C1C=C2C=C(N3CCCCC3)CCC2CC1 (stereo not given) returned DT40 TDP1 no CPT 20.6µM*, TDP1 cell CPT 25.9µM* and GCN5L2 inh -3.0%.
Cc1ccc(-n2nc(CO)c(C(=O)NCCCc3ccccc3)n2)cc1 was read as DT40 TDP1 no CPT 23.1µM*, TDP1 cell CPT inconclusive and GCN5L2 inh -1.6%.
For Cc1ccc(OC(C)C(=O)N2CCN(CCc3ccncc3)CC2)cc1C (stereo not given) the results were DT40 TDP1 no CPT inconclusive, TDP1 cell CPT -17.5% and GCN5L2 inh -8.2%.
COc1ccc(NC(=O)c2oc3ccccc3c2NC(=O)Cc2cccs2)cc1 was read as DT40 TDP1 no CPT inconclusive, TDP1 cell CPT inconclusive and GCN5L2 inh 0.9%.
CC(C)c1cc(C(=O)N/N=C/C=C/c2ccccc2)n[nH]1 was read as DT40 TDP1 no CPT 9.4%, TDP1 cell CPT 12.7% and GCN5L2 inh -2.6%.
For CCOCC(=O)Nc1nc2ccc(C)cc2s1 the results were DT40 TDP1 no CPT inconclusive, TDP1 cell CPT -22.1% and GCN5L2 inh -2.8%.
`C=CCn1c(NC(=O)c2ccccc2Cl)c(C#N)c2nc3ccccc3nc21` gave DT40 TDP1 no CPT 20.6µM*, TDP1 cell CPT 16.4µM* and GCN5L2 inh 1.0%.
Cc1ccc(C)c(NC(=O)/C(C#N)=C/c2ccc[nH]2)c1 was read as DT40 TDP1 no CPT -21.8%, TDP1 cell CPT 18.4µM* and GCN5L2 inh -4.3%.
`CCCCN(C=O)c1c(CC)nc2c(OCCC)cccn12` gave DT40 TDP1 no CPT inconclusive and TDP1 cell CPT -55.5%.
COc1cc(OC)c(OC)cc1CN1CCc2nc(N3CCN(C)CC3)ncc2C1 was read as DT40 TDP1 no CPT -4.6%, TDP1 cell CPT -7.7% and GCN5L2 inh 16.8%.
Screening O=C1c2ccccc2C(=O)C1c1ccc(Cl)cc1 returned DT40 TDP1 no CPT 1.7%&-23.7%, TDP1 cell CPT 2.9%&7.7% and GCN5L2 inh -8.7%&-2.3%.
For CCc1nnc(N/N=C\c2ccc(OC(C)=O)c(OC)c2)n1N the results were DT40 TDP1 no CPT 16.7%, TDP1 cell CPT -19.2% and GCN5L2 inh 11.5%.
For Cn1nnnc1SCC(=O)Nc1nc(-c2ccccc2)c(-c2ccccc2)o1 the results were DT40 TDP1 no CPT inconclusive, TDP1 cell CPT inconclusive and GCN5L2 inh 1.9%.
`Cc1cc(-c2sccc2Br)nc(-n2cccc2)n1` gave DT40 TDP1 no CPT -13.2%, TDP1 cell CPT 3.5% and GCN5L2 inh -7.4%.
Screening CC(Cl)C(=O)Nc1ccccc1C#N (stereo not given) returned DT40 TDP1 no CPT -13.6%, TDP1 cell CPT -5.2% and GCN5L2 inh -1.8%.
For C=CCNC(=S)N1CCC(C(=O)c2ccc(OC)cc2)CC1 the results were DT40 TDP1 no CPT inconclusive, TDP1 cell CPT inconclusive and GCN5L2 inh -7.0%.
O=C(c1ccco1)[C@@H]1[C@@H]2C(=O)N(c3ccc(Br)cc3)C(=O)[C@@H]2C2c3ccccc3C=CN21 (stereo not given in full) was read as DT40 TDP1 no CPT inconclusive, TDP1 cell CPT inconclusive and GCN5L2 inh -5.9%.
`COc1ccccc1NC(=S)NC(=O)CCCOc1ccc(Cl)cc1Cl` gave DT40 TDP1 no CPT inconclusive, TDP1 cell CPT -20.2% and GCN5L2 inh -1.7%.
`COc1ccccc1C1C(C(=O)c2cc3ccccc3o2)=C(O)C(=O)N1CCN(C)C` (stereo not given) gave DT40 TDP1 no CPT inconclusive, TDP1 cell CPT -27.6% and GCN5L2 inh -11.7%.
CNC(=O)C(=O)NCC1OCCN1S(=O)(=O)c1ccc(OC)c(OC)c1 (stereo not given) was read as DT40 TDP1 no CPT 2.3%, TDP1 cell CPT 12.7% and GCN5L2 inh -2.2%.
`CCOc1ccc(CCNC(=O)Cn2nc(-c3ccc(C)cc3)ccc2=O)cc1OCC` gave DT40 TDP1 no CPT inconclusive, TDP1 cell CPT inconclusive and GCN5L2 inh -6.0%.
`CC(C)CN1CCN(Cc2ccc(Oc3ncccn3)cc2)CC1CCO` (stereo not given) gave DT40 TDP1 no CPT 17.2%, TDP1 cell CPT -12.2% and GCN5L2 inh 1.9%.
Cn1c(=O)n(CCc2ccccc2)c(=O)c2c1nc1n2CCN1Cc1ccco1 was read as DT40 TDP1 no CPT inconclusive, TDP1 cell CPT -18.9% and GCN5L2 inh 1.7%.
COc1ccccc1C(=O)Nc1cccc(SC)c1 was read as DT40 TDP1 no CPT -9.7%, TDP1 cell CPT -3.8% and GCN5L2 inh -4.4%.
Screening O=C1CN(C(=O)c2ccccc2[N+](=O)[O-])C(c2ccccc2)c2cc(Br)ccc2N1 (stereo not given) returned DT40 TDP1 no CPT inconclusive, TDP1 cell CPT 20.6µM* and GCN5L2 inh -5.8%.
`CC(=O)N(c1ccc2oc(=O)sc2c1)S(=O)(=O)c1ccccc1` gave DT40 TDP1 no CPT 10.3µM*, TDP1 cell CPT inconclusive and GCN5L2 inh -12.3%.
`CCC(C)Nc1nnc(SCC(=O)c2c(N)n(C3CC3)c(=O)[nH]c2=O)s1` (stereo not given) gave DT40 TDP1 no CPT 13.3%, TDP1 cell CPT -6.4% and GCN5L2 inh -6.2%.
Screening COC(=O)C1=C(CS(=O)(=O)c2ccc(Cl)cc2)NC(=O)NC1c1ccc(O)c(OC)c1 (stereo not given) returned DT40 TDP1 no CPT 1.9%, TDP1 cell CPT -10.0% and GCN5L2 inh 0.2%.

Among those listed so far, 6 have a cyano group.
For N#CCc1nc2ccc(S(=O)(=O)N3CCOCC3)cc2s1 the results were DT40 TDP1 no CPT -23.5%, TDP1 cell CPT -22.9% and GCN5L2 inh -4.9%.
Screening Cc1cc(/C=C(/C#N)c2nc3ccccc3[nH]2)c(C)n1-c1cccc([N+](=O)[O-])c1 returned DT40 TDP1 no CPT 13µM*, TDP1 cell CPT 16.4µM* and GCN5L2 inh -3.6%[0.501 µM].
Screening N#CC(C#N)=C1C=C2C=C(N3CCCCC3)CCC2CC1 (stereo not given) returned DT40 TDP1 no CPT 20.6µM*, TDP1 cell CPT 25.9µM* and GCN5L2 inh -3.0%.
`C=CCn1c(NC(=O)c2ccccc2Cl)c(C#N)c2nc3ccccc3nc21` gave DT40 TDP1 no CPT 20.6µM*, TDP1 cell CPT 16.4µM* and GCN5L2 inh 1.0%.
Cc1ccc(C)c(NC(=O)/C(C#N)=C/c2ccc[nH]2)c1 was read as DT40 TDP1 no CPT -21.8%, TDP1 cell CPT 18.4µM* and GCN5L2 inh -4.3%.
Screening CC(Cl)C(=O)Nc1ccccc1C#N (stereo not given) returned DT40 TDP1 no CPT -13.6%, TDP1 cell CPT -5.2% and GCN5L2 inh -1.8%.
